High-throughput results deposited in PubChem BioAssay by National Center for Advancing Translational Sciences (NCATS).
HCV inh – blocks hepatitis C virus; Huh7.5.1 HCVcc-Cre infection, luciferase reporter, 44 h; Potency, µM (highest dose often 41.8 µM), inactives show top-dose activity change, negative = inhibition, actives largely listed as inhibitors; 340,000 compounds, 3.4% hits; note: potency is the fitted concentration of half-maximal effect; % is set by controls: 0 for no effect and ±100 for the full control effect
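Antiviral activity was scored by luciferase reporter output from cells infected with HCVcc-Cre (~0.5 moi) in presence of compound, 44 h infection period, cells seeded 1,000/well 4 h prior.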
Pf growth 48h – inhibits P. falciparum growth in the first generation, 48 h. P. falciparum luciferase growth in erythrocytes, 48 h. Potency, µM (highest dose often 28.7 µM), for the others: top-dose activity change, negative = inhibition, most hits filed as inhibitors. 310,000 compounds, 5.9% hits; note: potency is the fitted concentration of half-maximal effect; % is set by controls: 0 for no effect and ±100 for the full control effect
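First compound was added to culture medium, then infected red cells at 0.1% parasitemia and 2% hematocrit (final). After incubation at 37 C under 5% CO2, luciferase detection reagent was dispensed and light output recorded.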
Shiga toxin inh – Shiga toxin inhibition | AID 2315 | Vero cells, Shiga toxin protein synthesis inhibition reporter | 290,000 compounds, 9.2% hits | inhibition, % at 38.7 µM; in the data active = inhibition mostly above about 28%, no sharp cut-off; inactive = mostly below about 43%; note: 0% is about no effect
Pf growth 96h – P. falciparum growth inhibition at 96 hours. P. falciparum luciferase reporter growth, 96 h. Potency, µM (titrated, usually from 28.7 µM), without a hit: at the top dose activity change, negative = inhibition, hits mostly inhibitors. 320,000 compounds, 6.9% hits; note: potency is the fitted concentration of half-maximal effect; % is set by controls: 0 for no effect and ±100 for the full control effect
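Parasite growth measured via integrated firefly luciferase reporter in P. falciparum. Infected erythrocytes at 2% hematocrit, 0.05% parasitemia final were treated 96 hours at 37 C under 5% CO2, and luminescence was read.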
Giardia FBPA inh – inhibitors of Giardia lamblia fructose-1,6-bisphosphate aldolase; A8B2U2; purified Giardia FBPA; Potency, µM (doses to about 59.6 µM), inactives show at the highest dose activity, negative = inhibition, usual class: inhibitors; 290,000 compounds, 0.71% hits; AID 2451; note: potency is the fitted concentration of half-maximal effect; % is set by controls: 0 for no effect and ±100 for the full control effect; nearly all actives have a fitted effect of over 55% in size
Target sequence (A8B2U2 whole entry, looked up): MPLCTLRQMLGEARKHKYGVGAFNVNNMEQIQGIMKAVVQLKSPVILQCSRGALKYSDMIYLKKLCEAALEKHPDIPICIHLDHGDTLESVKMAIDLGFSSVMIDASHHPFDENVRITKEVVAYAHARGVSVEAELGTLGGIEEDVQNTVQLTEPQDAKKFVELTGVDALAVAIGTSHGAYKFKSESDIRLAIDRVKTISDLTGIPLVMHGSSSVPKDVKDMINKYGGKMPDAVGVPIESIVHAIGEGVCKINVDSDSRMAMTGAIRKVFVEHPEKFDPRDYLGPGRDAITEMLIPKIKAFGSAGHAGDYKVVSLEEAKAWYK
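Giardia FBPA (40 nM reagent) was preincubated 10 min at RT with compound (up to 57.5 uM final), then substrate plus GAPDH/TPI/NAD/arsenate coupling system with diaphorase/resazurin was added; resorufin fluorescence (525/598 nm) was read after 20 min.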
CHX counter – counter-screen for Shiga toxin inhibitors: cycloheximide protein synthesis inhibition; cell reporter, cycloheximide protein synthesis inhibition counterscreen; AID 2314; max response, %; 300,000 compounds, 12% hits; in the data active = max response mostly above about 13%, no sharp cut-off; inactive = mostly below about 14%; note: read at 38.3 µM for the half of the compounds with a filed dose; 0% is about no effect
* = called active by the depositor; [ ] = another dose, or the depositor's remark. Unless noted, calls come from the whole dose curve; as a rule, active = well fitted curve in the direction sought with a large enough effect; inconclusive = small, poorly fitted or top-dose-only effect, or another doubt; inactive = no such curve, though single readings can be large; an effect the other way counts as inactive or inconclusive.

For Cc1cccc(/C=N/NC(=O)c2ccc(NC(=O)c3ccccc3C)cc2)n1 the results were HCV inh -11%, Pf growth 48h 0%, Shiga toxin inh -4, Pf growth 96h 22%, Giardia FBPA inh -11% and CHX counter -9.
`O=C(CCS(=O)(=O)c1ccccc1)Nc1ccccc1-c1nc2ccccc2s1` gave HCV inh inconclusive, Pf growth 48h 2%, Shiga toxin inh -5, Pf growth 96h 13%, Giardia FBPA inh -2% and CHX counter 1.
`Cc1ccccc1C(=O)NC1CC2CCCC(C1)N2Cc1ccccc1` (stereo unspecified) gave HCV inh 11%, Pf growth 48h -3%, Shiga toxin inh -6, Pf growth 96h inconclusive, Giardia FBPA inh -11% and CHX counter 1.
For CCOc1cc(CNC(C)(C)C)ccc1OCC(=O)Nc1cccc(C(F)(F)F)c1 the results were HCV inh inconclusive, Pf growth 48h 6.6µM*, Shiga toxin inh -12, Pf growth 96h 43%[1.15 µM], Giardia FBPA inh 4% and CHX counter -3.
CCn1c(O)c(N=NC2=NC(=O)CS2)c2ccccc21 was read as HCV inh -6%, Pf growth 48h 32%[activator], Shiga toxin inh -2, Pf growth 96h inconclusive, Giardia FBPA inh 1% and CHX counter -3.
COc1ccc(C2NCCO2)cc1OC (stereo unspecified) was read as HCV inh 12%, Pf growth 48h 58%[activator], Shiga toxin inh -11, Pf growth 96h -9%, Giardia FBPA inh -8% and CHX counter 1.
Screening COC(=O)c1cc(OC)c(OC)cc1NC(=O)CC1CCCCC1 returned HCV inh -5%, Pf growth 48h 10µM*, Shiga toxin inh 3, Pf growth 96h 19%, Giardia FBPA inh 3% and CHX counter 4.
`Cc1ccc(S(=O)(=O)Nc2ccc(S(=O)(=O)N3CCCC3)cc2)cc1` gave HCV inh inconclusive, Pf growth 48h -1%, Shiga toxin inh 10, Pf growth 96h inconclusive, Giardia FBPA inh 12% and CHX counter 15.
NC(=O)CC(NC(=O)Cc1ccc(Br)cc1)c1ccc(N2CCC(Br)CC2)c([N+](=O)[O-])c1 (stereo unspecified) was read as HCV inh -15%, Pf growth 48h inconclusive, Shiga toxin inh -6, Pf growth 96h -6%, Giardia FBPA inh 2% and CHX counter 0.
Screening CCOC(=O)C1(c2ccccc2)CCN(CCC(=O)Nc2ccccc2OC)CC1 returned HCV inh -12%, Pf growth 48h inconclusive, Shiga toxin inh -4, Pf growth 96h inconclusive, Giardia FBPA inh 14% and CHX counter -9.
CCCCCOC(=O)NC1CCS(=O)(=O)C1 (stereo unspecified) was read as HCV inh 7%, Pf growth 48h 20%, Shiga toxin inh 8, Pf growth 96h -13%, Giardia FBPA inh 0% and CHX counter 14.
C[C@@]12CCC=C[C@H]1[C@H](c1ccoc1)N(Cc1ccccc1)C2=O was read as HCV inh -9%[8.37 µM], Pf growth 48h 39%[activator], Shiga toxin inh -4, Pf growth 96h 62%[activator], Giardia FBPA inh 10% and CHX counter -4.

At a glance, part of the list above.
For Cc1cccc(/C=N/NC(=O)c2ccc(NC(=O)c3ccccc3C)cc2)n1 the results were HCV inh -11%, Pf growth 48h 0%, Shiga toxin inh -4, Pf growth 96h 22%, Giardia FBPA inh -11% and CHX counter -9.
`O=C(CCS(=O)(=O)c1ccccc1)Nc1ccccc1-c1nc2ccccc2s1` gave HCV inh inconclusive, Pf growth 48h 2%, Shiga toxin inh -5, Pf growth 96h 13%, Giardia FBPA inh -2% and CHX counter 1.
`Cc1ccccc1C(=O)NC1CC2CCCC(C1)N2Cc1ccccc1` (stereo unspecified) gave HCV inh 11%, Pf growth 48h -3%, Shiga toxin inh -6, Pf growth 96h inconclusive, Giardia FBPA inh -11% and CHX counter 1.
For CCOc1cc(CNC(C)(C)C)ccc1OCC(=O)Nc1cccc(C(F)(F)F)c1 the results were HCV inh inconclusive, Pf growth 48h 6.6µM*, Shiga toxin inh -12, Pf growth 96h 43%[1.15 µM], Giardia FBPA inh 4% and CHX counter -3.
CCn1c(O)c(N=NC2=NC(=O)CS2)c2ccccc21 was read as HCV inh -6%, Pf growth 48h 32%[activator], Shiga toxin inh -2, Pf growth 96h inconclusive, Giardia FBPA inh 1% and CHX counter -3.
COc1ccc(C2NCCO2)cc1OC (stereo unspecified) was read as HCV inh 12%, Pf growth 48h 58%[activator], Shiga toxin inh -11, Pf growth 96h -9%, Giardia FBPA inh -8% and CHX counter 1.
Screening COC(=O)c1cc(OC)c(OC)cc1NC(=O)CC1CCCCC1 returned HCV inh -5%, Pf growth 48h 10µM*, Shiga toxin inh 3, Pf growth 96h 19%, Giardia FBPA inh 3% and CHX counter 4.
`Cc1ccc(S(=O)(=O)Nc2ccc(S(=O)(=O)N3CCCC3)cc2)cc1` gave HCV inh inconclusive, Pf growth 48h -1%, Shiga toxin inh 10, Pf growth 96h inconclusive, Giardia FBPA inh 12% and CHX counter 15.
NC(=O)CC(NC(=O)Cc1ccc(Br)cc1)c1ccc(N2CCC(Br)CC2)c([N+](=O)[O-])c1 (stereo unspecified) was read as HCV inh -15%, Pf growth 48h inconclusive, Shiga toxin inh -6, Pf growth 96h -6%, Giardia FBPA inh 2% and CHX counter 0.
Screening CCOC(=O)C1(c2ccccc2)CCN(CCC(=O)Nc2ccccc2OC)CC1 returned HCV inh -12%, Pf growth 48h inconclusive, Shiga toxin inh -4, Pf growth 96h inconclusive, Giardia FBPA inh 14% and CHX counter -9.
CCCCCOC(=O)NC1CCS(=O)(=O)C1 (stereo unspecified) was read as HCV inh 7%, Pf growth 48h 20%, Shiga toxin inh 8, Pf growth 96h -13%, Giardia FBPA inh 0% and CHX counter 14.
C[C@@]12CCC=C[C@H]1[C@H](c1ccoc1)N(Cc1ccccc1)C2=O was read as HCV inh -9%[8.37 µM], Pf growth 48h 39%[activator], Shiga toxin inh -4, Pf growth 96h 62%[activator], Giardia FBPA inh 10% and CHX counter -4.

Next structures follow:
For CC(C)C(=O)Nc1cccc2nsnc12 the results were HCV inh 15%, Pf growth 48h inconclusive, Shiga toxin inh -6, Giardia FBPA inh inconclusive and CHX counter -2.
Screening O=C(NC1CCNCC1)C1CC1 returned HCV inh 4%, Pf growth 48h 18%, Shiga toxin inh 12, Pf growth 96h 46%[activator], Giardia FBPA inh 4% and CHX counter -1.
For COc1ccc(N2C(=O)/C(=C/c3ccc(C)o3)C(=O)NC2=S)c(OC)c1 the results were HCV inh 5%, Pf growth 48h -2%, Pf growth 96h -18%, Giardia FBPA inh -27% and CHX counter -3.
O=c1[nH]c2ccc(S(=O)(=O)N3CCC(Cc4ccccc4)CC3)cc2o1 was read as HCV inh 19%, Pf growth 48h 12%, Shiga toxin inh -20, Pf growth 96h -1%, Giardia FBPA inh 17% and CHX counter -3.
Screening O=C(Cc1ccccc1)Nc1ccc(N2CCOCC2)cc1 returned HCV inh 8%, Pf growth 48h 27%, Shiga toxin inh 46*, Pf growth 96h inconclusive, Giardia FBPA inh 0% and CHX counter 28*.
`Cc1cc(N2CCN(C)CC2)nc2ccc(NC(=S)N3CCCCC3)cc12` gave HCV inh -5%, Pf growth 48h 3.3µM*, Shiga toxin inh 27, Pf growth 96h 9.3µM*, Giardia FBPA inh -11% and CHX counter 20.
For Cc1nnc(SCC(=O)Nc2c(Cl)cccc2Cl)n(N)c1=O the results were HCV inh 10%, Pf growth 48h -20% and Pf growth 96h -3%.
CCN(CC)S(=O)(=O)c1cc([N+](=O)[O-])ccc1NNC(=O)Nc1ccccc1 was read as HCV inh -19%, Pf growth 48h 9%, Shiga toxin inh 14, Pf growth 96h 0%[5.75 µM], Giardia FBPA inh -1% and CHX counter -2.
`Cn1c2c(c3ccccc31)CCN1CCC[C@]21c1ccccc1` gave HCV inh inconclusive, Pf growth 48h 1%[0.00184 µM], Shiga toxin inh -6, Pf growth 96h 8.3µM*, Giardia FBPA inh -3% and CHX counter -2.
CCC(c1nnc(SC(C)C(=O)NC2CC2)n1-c1ccc(OC)cc1)N(C)C (stereo unspecified) was read as HCV inh 1%, Pf growth 48h inconclusive and Pf growth 96h inconclusive.
`Cc1ccccc1OCCN=Cc1c(O)n(C)c(=O)n(C)c1=O` gave HCV inh -20%, Pf growth 48h -3%, Shiga toxin inh 19, Pf growth 96h inconclusive and CHX counter 1.
For CCCCc1ccc(-c2c(C#N)c(N)nc3c2CCCC3)s1 the results were HCV inh 13%, Pf growth 48h inconclusive, Shiga toxin inh -9, Pf growth 96h 13µM*, Giardia FBPA inh 0% and CHX counter 1.
For Cc1ccc(C(=O)ON=C2CCN(c3ccc([N+](=O)[O-])cc3)CC2)cc1 the results were HCV inh inconclusive, Pf growth 48h -1%, Shiga toxin inh -6, Pf growth 96h 22%, Giardia FBPA inh -4% and CHX counter -2.
For Cc1ccc2c(c1)C(=O)C(=O)N2CCCOc1ccccc1 the results were HCV inh -16%, Pf growth 48h -14%, Shiga toxin inh 26, Pf growth 96h 0%, Giardia FBPA inh -6% and CHX counter 14*.
CCn1c(C(O)c2ccc(C)cc2)nc2ccccc21 (stereo unspecified) was read as HCV inh -17%, Pf growth 48h inconclusive, Shiga toxin inh 8, Pf growth 96h -4%, Giardia FBPA inh 2% and CHX counter -1.
For COc1ccccc1COC(=O)N/C=C/c1ccco1 the results were HCV inh -29%, Pf growth 48h 12%, Shiga toxin inh 1, Pf growth 96h 12%[5.75 µM], Giardia FBPA inh -12% and CHX counter 6.
`O=C(Nc1cccc(S(=O)(=O)N2CCCC2)c1)c1cc(=O)[nH]c2ccccc12` gave HCV inh inconclusive, Pf growth 48h inconclusive and Pf growth 96h -10%.
CSCC[C@H](Nc1ncnc2sc(C)c(C)c12)C(=O)O was read as HCV inh 17%, Shiga toxin inh -21, Pf growth 96h -14%, Giardia FBPA inh 10% and CHX counter -1.
For Cc1ccccc1NC(=O)CN1CCN(Cc2ccccc2)CC1 the results were HCV inh 7%, Pf growth 48h -12%, Shiga toxin inh -20, Pf growth 96h 54%[activator], Giardia FBPA inh 4% and CHX counter -4.
CCCCSc1ncnc2[nH]ncc12 was read as HCV inh inconclusive, Pf growth 48h 7%, Shiga toxin inh 25, Pf growth 96h 41%[activator], Giardia FBPA inh -1% and CHX counter 23*.
`COc1ccc(-n2c(C)c(C)c3c(N)ncnc32)cc1` gave HCV inh 5%, Pf growth 48h 13%, Shiga toxin inh 2, Pf growth 96h -16%, Giardia FBPA inh 1% and CHX counter 7.
`O=C(O)c1cc(S(=O)(=O)N2CCOCC2)c[nH]1` gave HCV inh 1%, Pf growth 48h 0% and Pf growth 96h 61%[activator].
Screening CCCOc1ccc(/C=N/Nc2ccccc2[N+](=O)[O-])c(O)c1 returned HCV inh 11%, Pf growth 48h 233%[activator], Shiga toxin inh 74*, Pf growth 96h 14%, Giardia FBPA inh 2% and CHX counter 58*.
For CCN(c1ccccc1)S(=O)(=O)c1ccc(Cl)c(NC(=O)CN2CCCCCC2)c1 the results were HCV inh 14µM*, Pf growth 48h 5.9µM*, Shiga toxin inh 3, Pf growth 96h inconclusive, Giardia FBPA inh inconclusive and CHX counter 3.
Screening O=C(COC(=O)c1ccc(F)cc1F)c1ccc[nH]1 returned HCV inh 0%, Pf growth 48h 66%[activator] and Pf growth 96h 82%.
Cc1onc(-c2c(F)cccc2Cl)c1C(=O)N1CCN(c2ncccn2)CC1 was read as HCV inh 4%, Pf growth 48h -17%, Shiga toxin inh -21, Pf growth 96h 3%, Giardia FBPA inh 0% and CHX counter -3.
CC(=O)c1cccc(NC(=O)C2=CC(c3ccc4c(c3)OCO4)=NS(=O)(=O)N2C)c1 was read as HCV inh -8%, Pf growth 48h -5%, Shiga toxin inh -3, Pf growth 96h 24% and CHX counter 1.
